Screening data: PubChem, Sanford-Burnham Center for Chemical Genomics
EphA4 KYL inhibition: inhibitors of EphA4 binding to KYL peptide, primary screen, biochemical, colorimetric, mouse EphA4 (AID 689). EphA4-AP binding to KYL peptide, pNPP A405; higher % means a stronger effect. actives 0.1% (n = 62,000). one-dose inhibition, % at 10 µM; IC50 in µM for titrated hits; in the data active means a potency from the dose series; inactive means the rest, 99 in 100 with inhibition below about 22%
Active calls of the source: *. A portion of the library; count on the stated rates, not on these rows.

structure	EphA4 KYL inhibition
CCOC(=O)COc1ccc(Br)cc1C1NC(=O)NC(C)=C1C(=O)NCc1ccccc1 (stereo not given)	7%
Cc1ccccc1C(C(=O)NCc1ccco1)N(CC1CCCO1)C(=O)Cn1nnc2ccccc21 (stereo not given)	10%
Cc1ccc(S(=O)(=O)C(C)C(=O)c2ccc3c(c2)OCCO3)cc1 (stereo not given)	-8%
COc1ccccc1N1CCN(C(=O)c2cc(-c3cccc(Cl)c3)on2)CC1	7%
CCc1nnc(NC(=O)CSc2nnc3c4ccccc4n(C)c3n2)s1	-12%
Cc1nn(Cc2ccccc2Cl)c(C)c1C(=O)NC1=NCCS1	-3%
Cn1ccnc1Sc1ccc(/C=N/NC(=O)c2ccccc2[N+](=O)[O-])cc1[N+](=O)[O-]	4%
CCc1ccc(NC(=O)CCn2cccc2)cc1	-19%
Cc1cc(C)n(CC(O)CN(c2ccccc2)S(=O)(=O)c2ccccc2)n1 (stereo not given)	-4%
O=C1/C(=C\c2cccc([N+](=O)[O-])c2)SC(=S)N1c1cccc(C(F)(F)F)c1	-22%
COCn1c(-c2ccc(OC)c(OC)c2)nc2ccccc21	-5%
CCc1ccccc1NC(=O)N1CCC(NC(=O)C(Cc2ccc(OC)c(OC)c2)NC(C)=O)CC1 (stereo not given)	2%
N#CC1=C(N)SC(N)=C(C#N)C1c1cccc(O)c1	10%
Cc1cc(Nc2cnc3ccccc3n2)n(-c2ccccc2)n1	-12%
Cc1cc(C)c2c(n1)nn1c(NCCN3CCOCC3)cc(C)nc21	-20%
CSc1ccc(CNc2ccccc2)cc1	-13%
CCOc1ccccc1-n1c(SCC(=O)N2CCCC2)nnc1-c1ccoc1C	-8%
CCc1ccc(NC(=O)Cn2c(SC)nc3ccccc32)cc1	-15%
Cn1c(SCC(N)=O)nnc1C1CCN(C(=O)NC2CCCCC2)CC1	2%
Cc1cc(NC(=O)CSc2nnc(-c3ccco3)n2Cc2ccco2)no1	-9%
COc1ccc(CCNC(=O)C2CCN(S(=O)(=O)c3ccc(-n4cnnn4)cc3)CC2)cc1OC	-1%
CCOC(=O)CCc1c(C)c2ccc(OCc3ccc([N+](=O)[O-])cc3)cc2oc1=O	-14%
O=C(Cn1c(=O)oc2cc(S(=O)(=O)N3CCCC3)ccc21)NCc1ccc(F)cc1	-17%
O=C(CSC1=NCCS1)Nc1cccc2ccccc12	-3%
O=C(CCC(=O)OCC(F)(F)C(F)F)NCc1ccccc1	-4%
Cc1nc2c(ccc3nc(NC(=O)c4ccc(S(=O)(=O)N(C)C)cc4)sc32)s1	5%
CCCNC(=O)NC(=O)COc1c(F)c(F)cc(F)c1F	-16%
C/C(N)=C(/C#N)C(=O)CSc1nnc(Nc2c(C)cccc2C)s1	16%
CCn1c(C)nc2cc(-c3nc4n(n3)Cc3ccccc3-4)ccc21	-7%
FC(F)(F)c1cccc(Oc2ccc3c(C(F)(F)F)cc(C(F)(F)F)nc3n2)c1	-12%
Cc1ccc(O)c(-c2cc(C(=O)NCc3ccncc3)[nH]n2)c1	-9%
COc1cc(C2C(=O)N(C3CCCC3)CC(=O)N2Cc2ccco2)ccc1OC(C)C (stereo not given)	-12%
O=C(CCCc1nc2ccccc2s1)N1CCN(S(=O)(=O)c2cccs2)CC1	-8%
COc1ccc(NC(=O)C2C(=O)NC3(C)CC2c2ccccc2O3)cc1 (stereo not given)	-13%
CC(C)C(=O)NC(=S)Nc1ccccc1C(=O)Nc1ccccc1	-15%
CCN(CC)S(=O)(=O)c1cc(C(=O)Oc2ccccc2OC)ccc1OC	-5%
O=[N+]([O-])c1ccc(Sc2n[nH]c(-c3ccccc3)n2)nc1	-10%
CCOC(=O)c1cccc(N2C(=O)C=CC2=O)c1	-7%
CCOC(=O)Cn1c(=O)oc2cc(S(=O)(=O)NCCC(C)C)ccc21	-6%
CCOc1cc(S(=O)(=O)N2CCC(c3nc4ccccc4s3)CC2)c(OCC)cc1S(=O)(=O)N1CCCCC1	-6%
O=C(Nc1ccccc1C(=O)O)c1ccc2c(c1)C(=O)N(c1ccc(Cl)cc1)C2=O	-8%
O=C(C1CCN(c2ccc(N3CCOCC3)nn2)CC1)N1CCN(c2ccc(F)cc2)CC1	-10%
CC(C)c1ccccc1OCCCCCNCCO	5%
CCc1ccccc1OCc1nnc(N)s1	-4%
Cc1ccc(CN(C(=O)c2c(F)cccc2F)C2CC(C)(C)NC(C)(C)C2)o1	2%
Cc1cc(Cl)c(S(=O)(=O)NCc2cccnc2)cc1OCC(=O)NC1CCCCC1	-2%
Cc1nn(-c2ccccc2)c(C)c1P(=O)(c1ccccc1)N(C)C (stereo not given)	-2%
Cc1ncc(CC(=O)n2cc(C(=O)c3cc(Cl)ccc3O)cn2)s1	8%
CCOC(=O)COc1c(C=O)cc(Br)cc1OC	-5%
CCOC(=O)C1CCN(C(=O)Cc2ccc(OC)c(OC)c2)CC1	13%

More entries
structure	EphA4 KYL inhibition
O=C(Cc1cccs1)Nc1ccc(-c2nnn(CC(=O)N3CCOCC3)n2)cc1	24%
Nc1cc(C(=O)OCC(=O)NCC2CCCO2)ccc1Cl (stereo not given)	-4%
Cc1cccc(N(C)C(=O)COc2cc(=O)n(C)c3ccccc23)c1	8%
CC(OC(=O)C(NC(=O)c1ccco1)C(C)C)C(=O)Nc1ncc(Cl)cc1Cl (stereo not given)	-4%
O=C(NC(=S)Nc1ccc2oc(-c3ccc(Br)cc3)nc2c1)c1ccco1	-1%
C/C(N)=C(/C#N)C(=O)COC(=O)CSc1ccc2ccccc2c1	-3%
CCC(=O)c1ccc(OCc2ccc(C(=O)OC)cc2)c(OC)c1	-6%
CCCCn1nnnc1SCC(=O)Nc1ccc2c(c1)OCO2	-12%
O=C(Nc1cccc(C(=O)N2CCOCC2)c1)c1ccccc1	-13%
Cc1cccc(N=C2NN=C(c3ccc4c(c3)OCCO4)CS2)c1	-8%
Cc1ccc2c(-c3ccc([N+](=O)[O-])cc3)cc(=O)[nH]c2c1	-9%
CC1(C)CC(=O)C=C(Nc2ccc3c(c2)OCCO3)C1	-6%
O=C(COc1ccc(Cl)cc1)NCCSCc1cccc(Cl)c1	-5%
CCOc1cc(OCC)cc(C(=O)Nc2ccc3oc(-c4ccccc4F)nc3c2)c1	-10%
Cc1nc2ncnn2c(C)c1CCC(=O)N1CCN(C(=O)c2ccco2)CC1	-7%
COc1ccc(C2=C/C(=C/c3ccc(Cl)cc3)C(=O)O2)cc1OC	1%
Cc1ccc(-c2csc3ncn(-n4c(C)ccc4C)c(=O)c23)o1	2%
COc1cc(NC(=O)CN2C(=O)NC(C)(CCC(C)C)C2=O)cc(OC)c1 (stereo not given)	-17%
O=S(=O)(c1ccccc1)N1N=C(c2cccs2)CC1c1ccc(F)cc1 (stereo not given)	-7%
CCCCOc1ccc(C(=O)NCC2(c3ccccc3)CCOCC2)cc1	2%
O=C(Nc1ccc(-c2nc3ccccc3o2)cc1)c1cccnc1	-12%
CCOC(=O)C1=C(C)N=C2SC(C)C(=O)N2C1c1cccc(F)c1 (stereo not given)	-4%
CCCOc1ccc(C2C(C(=O)c3ccco3)=C(O)C(=O)N2CCCn2ccnc2)cc1 (stereo not given)	-8%
Cc1ccc(-c2nc3cc(Cl)ccc3o2)cc1NC(=O)COc1ccccc1[N+](=O)[O-]	-14%
C=C(C)CSc1nc(N)c2c(C)c(C)sc2n1	-21%

Brought forward from above: 4 entries, followed by the next part.
structure	EphA4 KYL inhibition
CCOC(=O)C1=C(C)N=C2SC(C)C(=O)N2C1c1cccc(F)c1 (stereo not given)	-4%
CCCOc1ccc(C2C(C(=O)c3ccco3)=C(O)C(=O)N2CCCn2ccnc2)cc1 (stereo not given)	-8%
Cc1ccc(-c2nc3cc(Cl)ccc3o2)cc1NC(=O)COc1ccccc1[N+](=O)[O-]	-14%
C=C(C)CSc1nc(N)c2c(C)c(C)sc2n1	-21%
CCCCCNC(=O)CCCCn1c(=O)[nH]c2cc(OCC)c(OCC)cc2c1=O	-3%
O=C1c2cc(S(=O)(=O)NCCCO)ccc2-c2ccc(S(=O)(=O)NCCCO)cc21	-15%
CCCN(CCC)CCCNC(=O)c1cn(CCOC)c(=O)c2c1c1ccccc1n2C	4%
CCOc1ccccc1CNCCN1CCOCC1	-13%
CCOC(=O)c1c(-c2ccccc2)oc2cc(Br)c(OCC(=O)C(C)(C)C)cc12	-4%
COC(=O)C1=C(C)NC2=C(C(=O)c3ccccc32)C1c1ccc(OCc2ccc([N+](=O)[O-])cc2)c(Cl)c1 (stereo not given)	6%
Cc1ccc(NC(=O)Cn2nc(C)c3ccccc3c2=O)cc1	-7%
CCCCC(=O)Nc1ccc2oc(-c3cccnc3)nc2c1	-18%
O=C(Cn1nnc(-c2ccccc2Cl)n1)N1CCN(S(=O)(=O)c2ccc(Cl)cc2)CC1	-3%
O=C(CN(c1cccc(C(F)(F)F)c1)S(=O)(=O)c1ccccc1)N1CCOCC1	0%
Cc1ccc(-c2csc(=S)n2CC(=O)OCC(=O)NC(C)C(C)C)cc1 (stereo not given)	-12%
CCOC(=O)C1=C(C)N(CC(C)C)C(=O)/C1=C\c1ccc(OCC(=O)Nc2ccccc2)cc1	-3%
CC(=O)N(CCCc1ccc(C(C)(C)C)cc1)CCCN(C)C	7%
CN1C(=S)N(c2ccccc2)C(C)(O)CC1(C)C (stereo not given)	-10%
CCOc1ccccc1Oc1c(C)oc2cc(OC(=O)c3ccco3)ccc2c1=O	10%
c1ccc2c(c1)CCCC2NC1=NCCC1 (stereo not given)	-20%
c1ccc(COn2c(-c3ccccc3)nc3c2CCc2nonc2-3)cc1	-2%
CC(=O)Oc1ccc(N2C(=O)C3C4C=CC(O4)C3C2=O)cc1 (stereo not given)	7%
COCCOC(=O)c1ccc(NC(=O)c2ccc(Cl)cc2)cc1	-1%
CON(C)c1nc(NCC(C)C)nc(OCC#N)n1	-2%
COc1ccc(S(=O)NC2CCCCC2)c(OC)c1C (stereo not given)	-6%
CCCc1cc(=O)oc2cc3oc(C)c(C)c3cc12	-9%
Cc1ccc(C(=O)Nc2ccc(S(=O)(=O)N3CCCC3)cc2)cc1	-2%
COc1ccc(C(=O)Nc2ccccc2C(=O)NCc2ccco2)cc1OC	-17%
Cn1c(SCc2nc(-c3ccc(Cl)cc3)no2)nnc1-c1cccs1	-6%

Carrying on.
smiles,EphA4 KYL inhibition
CC1(C)Cc2c(c(-c3ccco3)nc3n[nH]c(N)c23)CO1,16%
S=c1[nH]nc(-c2ccco2)n1/N=C/c1ccc(Cl)cc1Cl,-14%
CCCN1Cc2cccc(C(N)=O)c2C1=O,-14%
O=C(NCc1ccccn1)c1cn(CCc2ccccc2)nn1,5%
CC1=C(C(=O)OCc2ccc3c(c2)OCO3)C(c2ccccc2)NC(=O)N1 (stereo not given),-10%
CN1C(=O)CSC1=NC12CC3CC(CC(C3)C1)C2,4%
NC(=O)C1CCN(c2nc(-c3ccccc3)nc3c2oc2ccccc23)CC1,-5%
Cn1cc([N+](=O)[O-])c(C(=O)N/N=C/c2ccccc2)n1,-10%
O=C(CCn1c(=O)c2sccc2n(Cc2cc(=O)n3ccccc3n2)c1=O)NCc1ccco1,-2%
CCC(C)[C@H](NC(=O)N1CCCC1)C(=O)O (stereo not given in full),-6%
COc1ccccc1N1C(=O)C2CC=CC(C)C2C1=O (stereo not given),-6%
COc1c(Cl)cc(C(=O)Nc2c(C)cccc2C)cc1Cl,-10%
O=C(CN(c1ccccc1)S(=O)(=O)c1ccccc1)NCCSCc1ccco1,-1%
O=C(COC(=O)C1(c2ccc(F)cc2)CCCC1)N1CCOCC1,-15%
Nc1ccc[n+](Cc2ccccn2)c1,-8%
COC(=O)[C@H](CCSC)NC(=O)NCc1cccs1,-3%
COC(=O)c1sc(S(=O)(=O)N2CCN(c3ccc(OC)cc3)CC2)c(C(=O)OC)c1C,-11%
COc1cc(C(=O)Nc2ccc(NC(=O)C3CC3)nc2)cc(OC)c1OC,0%
COc1ccccc1-c1nnc2sc(COc3ccc(Cl)cc3Cl)nn12,0%
O=C(NCC1CCS(=O)(=O)C1)NCC1CCS(=O)(=O)C1 (stereo not given),-8%
Cc1cccc(N2CCN(C(c3cccs3)c3nnnn3C(C)(C)C)CC2)c1C (stereo not given),-2%
CCn1c(SCCOc2ccc(Cl)cc2)nnc1-c1cccs1,-15%
CC(C)(C)NC(=O)C1Cc2ccccc2CN1C(=O)Nc1ccccc1Cl (stereo not given),-7%
O=C(Nc1ccc(Oc2ccccc2)cc1)C1CCN(c2c3c(nc4ncnn24)CCC3)CC1,-12%
Clc1ccc(-c2nc(N3CCOCC3)c3ccccc3n2)c(Cl)c1,-2%

As a working copy, some entries already given.
smiles,EphA4 KYL inhibition
COc1ccccc1-c1nnc2sc(COc3ccc(Cl)cc3Cl)nn12,0%
O=C(NCC1CCS(=O)(=O)C1)NCC1CCS(=O)(=O)C1 (stereo not given),-8%
Cc1cccc(N2CCN(C(c3cccs3)c3nnnn3C(C)(C)C)CC2)c1C (stereo not given),-2%
CCn1c(SCCOc2ccc(Cl)cc2)nnc1-c1cccs1,-15%
CC(C)(C)NC(=O)C1Cc2ccccc2CN1C(=O)Nc1ccccc1Cl (stereo not given),-7%
O=C(Nc1ccc(Oc2ccccc2)cc1)C1CCN(c2c3c(nc4ncnn24)CCC3)CC1,-12%
Clc1ccc(-c2nc(N3CCOCC3)c3ccccc3n2)c(Cl)c1,-2%

The listing picks up with the two entries that preceded the break.
smiles,EphA4 KYL inhibition
O=C(Nc1ccc(Oc2ccccc2)cc1)C1CCN(c2c3c(nc4ncnn24)CCC3)CC1,-12%
Clc1ccc(-c2nc(N3CCOCC3)c3ccccc3n2)c(Cl)c1,-2%
CCOC(=O)C(Cc1cc(C(C)=O)ccc1OC(C)C)C(=O)OCC,3%
COC(=O)C1C(=O)N2CCCSC2=C(C#N)C1c1cccs1 (stereo not given),-12%
Cc1ccc(OCC(=O)Nc2ccc3oc(-c4cccnc4)nc3c2)cc1C,-11%
Cc1nc2nc(C)c(CCC(=O)N3CCN(c4ccccc4)CC3)c(C)n2n1,-20%
Cc1cc(NC(=O)CSc2nc3ccccc3[nH]2)no1,-11%
CS(=O)(=O)N1CCN(c2ccc([N+](=O)[O-])c(Sc3cccc4cccnc34)c2)CC1,-8%
